High-throughput results: PubChem, several laboratories
LYP inhibition: inhibitors of LYP phosphatase, biochemical, fluorescence intensity, uHTS (AID 1779). Tyrosine-protein phosphatase non-receptor type 22 (Homo sapiens). recombinant LYP phosphatase, fluorescence intensity; higher % means a stronger effect. inhibition, % at 11.5 µM; hits with a dose series show IC50 in µM. 290,000 compounds, 0.054% hits; in the data active = inhibition above about 50%;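 note: plate controls were vehicle with enzyme for no effect and no enzyme for full effect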
Siah-1 displacement: Siah-1 peptide-binding antagonists, primary screen, biochemical, fluorescence polarization, rhodamine-plectin, uHTS (AID 1817); Siah-1 / rhodamine-plectin peptide fluorescence polarization; higher % means a stronger effect; 290,000 compounds, 0.02% hits; displacement, % at 20 µM, or IC50 in µM where a hit was titrated;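 active = displacement of at least 50% at 20 µM, with a fluorescence ratio check between 0.3 and a set limit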;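 note: plate controls were Siah plus tracer with DMSO for no effect and tracer alone without Siah for full effect; strong numbers were not always called active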
Salmonella PhoP GFP: inhibitors of PhoP regulon expression, primary screen, Salmonella Typhimurium, GFP reporter (AID 1863); S. Typhimurium PhoP-regulated promoter GFP reporter, 4 h; higher % means a stronger effect; one-dose inhibition, % at 50 µM; IC50 in µM for titrated hits; 300,000 compounds, 0.16% hits;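 active = inhibition over 29.93%, a cutoff 3 SD above the screen mean, later confirmed by dose response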;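 note: 0% = low Mg2+ inducing control and 100% = high Mg2+ repressing control; strong numbers were not always called active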
Myeloid diff MLP: induction of myeloid progenitor differentiation, primary screen, cell-based, flow cytometry, MLPCN library; ER-HoxA9 myeloid progenitors, lysozyme-GFP differentiation; calls only at 10 µM; 360,000 compounds, 1% hits;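 active = normalized GFP-positive differentiation at or above the plate's own cutoff, the solvent-only control mean plus 3 SD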;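 note: cells exposed to compound for four days before flow analysis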
GPR55 LPI antagonism: GPR55 antagonists blocking LPI-driven arrestin recruitment, primary screen, imaging, U2OS, beta-arrestin-GFP, LPI agonist (AID 2013); G-protein coupled receptor 55 (Homo sapiens); U2OS GPR55 beta-arrestin-GFP translocation imaging, LPI antagonism; higher % means a stronger effect; one-dose inhibition, % at 10 µM; IC50 in µM for titrated hits; 290,000 compounds, 0.13% hits;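 active = spots per cell inhibited over 60%, with over 100 cells counted and total cytoplasm intensity under 500,000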;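 note: U2OS cells stably carrying GPR55 and arrestin-GFP stimulated by 5 µM LPI near EC80; imaged beta-arrestin-GFP aggregate spots per cell after agonist stimulation; plate controls were LPI-stimulated DMSO wells for no effect and DMSO wells without LPI for full effect; some results filed as inactive read as strong as hits; confirmed hits need IC50 under 10 µM and bright autofluorescent wells are also inconclusive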
GPR35 arrestin U2OS: GPR35 antagonists blocking zaprinast-driven arrestin recruitment, primary screen, imaging, U2OS, beta-arrestin-GFP, zaprinast agonist (AID 2058); G-protein coupled receptor 35 (Homo sapiens); U2OS GPR35 beta-arrestin-GFP translocation imaging, zaprinast antagonism; higher % means a stronger effect; one-dose inhibition, % at 10 µM; IC50 in µM for titrated hits; 290,000 compounds, 0.052% hits;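 active = inhibition of at least 50% with at least 30 cells and total cytoplasm GFP at most 10,000,000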
HIV fusion peptide: inhibitors of HIV fusion peptide binding, primary screen, biochemical, uHTS, fluorescence dequenching (AID 1986). cell-free peptide binding, fluorescence dequenching, 30 min; higher % means a stronger effect. one-dose inhibition, % at 20 µM; IC50 in µM for titrated hits. 290,000 compounds, 0.3% hits; in the data active = inhibition mostly above about 52%, no sharp cut-off; inactive = mostly below about 76%; note: some results filed as inactive read as strong as hits
MgcRacGAP inhibition: MgcRacGAP GTPase-activating activity inhibitors, confirmation, biochemical, ADP Hunter fluorescence. AID 624330, 2012. one-dose inhibition, % at 30 µM; IC50 in µM for titrated hits. MgcRacGAP-stimulated Rac1 GTP hydrolysis, ADP Hunter fluorescence; higher % means a stronger effect; GST-tagged Rac1 F28L mutant substrate. Rac GTPase-activating protein 1 (Homo sapiens). 340,000 compounds, 0.6% hits;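 active = first-screen hits whose inhibition reached a set limit at any dose in the follow-up dose series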;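 note: fluorescence reports GDP produced by GAP-driven GTP hydrolysis; strong numbers were not always called active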
NTR1 ag: agonists of NTR1, primary screen, imaging, U2OS cells, beta-arrestin-GFP, high content (AID 493036); NTR1-U2OS beta-arrestin-GFP spot imaging, agonist mode; activation, % at 20 µM; 330,000 compounds, 0.17% hits;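 active = activation at or above 40% of the spot to cytoplasm intensity ratio, with at least 20 cells analyzed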;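 note: 0% = DMSO without peptide and 100% = 100 nM NTR1 peptide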
Target sequence (P30989 whole entry, looked up): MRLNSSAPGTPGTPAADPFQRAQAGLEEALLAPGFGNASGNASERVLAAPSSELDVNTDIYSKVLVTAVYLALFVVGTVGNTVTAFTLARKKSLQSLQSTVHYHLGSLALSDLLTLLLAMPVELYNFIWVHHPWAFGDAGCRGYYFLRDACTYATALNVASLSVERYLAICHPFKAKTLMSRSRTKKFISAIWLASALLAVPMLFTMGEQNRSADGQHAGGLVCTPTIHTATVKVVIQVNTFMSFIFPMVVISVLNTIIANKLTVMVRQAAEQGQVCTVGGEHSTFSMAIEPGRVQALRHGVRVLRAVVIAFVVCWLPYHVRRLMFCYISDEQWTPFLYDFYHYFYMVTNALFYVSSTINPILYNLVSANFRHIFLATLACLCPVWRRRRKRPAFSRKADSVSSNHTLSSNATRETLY
NTR1 ag cell count 20 µM: also measured in NTR1 ag; calls as there; cell count; measured here: cell count, cytotoxicity flag
Myeloid diff MLP GFP+ MAC1+ %: further read-out of Myeloid diff MLP, marked with its call; GFP+ MAC1+ double positive, %; measured here: differentiation confirmed by MAC1 staining
* hit, by the source's call.

For COc1ccccc1Oc1ccc(S(=O)(=O)N2CCCCC2)cc1NC(=O)CCNC(C)=O the results were LYP inhibition -10.8%, Siah-1 displacement -4.0%, Salmonella PhoP GFP 1.5%, Myeloid diff MLP inactive, GPR55 LPI antagonism -6.4%, GPR35 arrestin U2OS -0.6%, HIV fusion peptide -0.7%, MgcRacGAP inhibition 3.5%, NTR1 ag 0.6, NTR1 ag cell count 20 µM 77 and Myeloid diff MLP GFP+ MAC1+ % 8.3.
Screening Cc1ccc(C(=O)c2ccc(O)cc2)cc1C returned LYP inhibition -5.4%, Siah-1 displacement 4.3%, Salmonella PhoP GFP 2.0%, Myeloid diff MLP inactive, GPR55 LPI antagonism 10.6%, GPR35 arrestin U2OS 4.1%, HIV fusion peptide 0.2%, MgcRacGAP inhibition 3.8%, NTR1 ag -1.4, NTR1 ag cell count 20 µM 79 and Myeloid diff MLP GFP+ MAC1+ % 0.4.
Cc1ccccc1NC(=O)C1CCCN(c2nnc(N3CCCC3=O)s2)C1 (configuration not stated) was read as LYP inhibition -12.4%, Siah-1 displacement -0.2%, Myeloid diff MLP inactive, GPR55 LPI antagonism 15.5%, GPR35 arrestin U2OS 1.0%, HIV fusion peptide -1.9%, MgcRacGAP inhibition 7.0%, NTR1 ag 0.0, NTR1 ag cell count 20 µM 91 and Myeloid diff MLP GFP+ MAC1+ % 3.1.
For CN(C)Cc1c(O)ccc2occ(C(=O)c3ccc(F)cc3)c12 the results were LYP inhibition -9.1%, Siah-1 displacement 0.0%, Salmonella PhoP GFP -1.2%, Myeloid diff MLP inactive, GPR55 LPI antagonism -11.0%, GPR35 arrestin U2OS 4.4%, HIV fusion peptide -2.9%, MgcRacGAP inhibition 13.1%, NTR1 ag 0.6, NTR1 ag cell count 20 µM 59 and Myeloid diff MLP GFP+ MAC1+ % 0.5.
For Cc1ccc(N2OC3C(=O)NC(=O)C3C2c2ccco2)cc1 (configuration not stated) the results were LYP inhibition -6.5%, Siah-1 displacement -4.9%, Salmonella PhoP GFP -12.3%, Myeloid diff MLP inactive, GPR55 LPI antagonism 1.1%, GPR35 arrestin U2OS -0.9%, HIV fusion peptide 1.9%, MgcRacGAP inhibition 15.1%, NTR1 ag 0.0, NTR1 ag cell count 20 µM 47 and Myeloid diff MLP GFP+ MAC1+ % 1.9.
For CCOC(=O)c1sc2ccccc2c1OC(=O)c1ccccc1 the results were LYP inhibition 0.3%, Siah-1 displacement 2.2%, Salmonella PhoP GFP 10.7%, Myeloid diff MLP inactive, GPR55 LPI antagonism -1.1%, GPR35 arrestin U2OS -9.0%, HIV fusion peptide 0.7%, MgcRacGAP inhibition 21.6%, NTR1 ag 5.0, NTR1 ag cell count 20 µM 36 and Myeloid diff MLP GFP+ MAC1+ % 1.0.
O=C(O)CC1S/C(=N/N=C/c2ccc(-c3ccc(Cl)c([N+](=O)[O-])c3)o2)NC1=O (configuration not stated) was read as LYP inhibition 5.5%, Siah-1 displacement 29.9%, Salmonella PhoP GFP -2.2%, Myeloid diff MLP inactive, GPR55 LPI antagonism 4.1%, GPR35 arrestin U2OS 0.5%, HIV fusion peptide 40.1%, MgcRacGAP inhibition -4.2%, NTR1 ag -0.3, NTR1 ag cell count 20 µM 33 and Myeloid diff MLP GFP+ MAC1+ % 0.3.
For Cc1c(C)n(Cc2ccc(F)cc2)c2ccc(C(=O)NCCN3CCOCC3)cc12 the results were LYP inhibition -12.5%, Siah-1 displacement 8.0%, Salmonella PhoP GFP -3.2%, Myeloid diff MLP inactive, GPR55 LPI antagonism -4.3%, GPR35 arrestin U2OS 0.8%, HIV fusion peptide -1.7%, MgcRacGAP inhibition -16.4%, NTR1 ag 1.0, NTR1 ag cell count 20 µM 55 and Myeloid diff MLP GFP+ MAC1+ % 0.0.
For Cc1ccccc1C(=O)NC1CCCN(Cc2ccccc2F)C1 (configuration not stated) the results were LYP inhibition -8.4%, Siah-1 displacement 15.1%, Salmonella PhoP GFP -3.5%, Myeloid diff MLP inactive, GPR55 LPI antagonism 2.2%, GPR35 arrestin U2OS 4.1%, HIV fusion peptide 0.1%, MgcRacGAP inhibition -0.5%, NTR1 ag 1.1, NTR1 ag cell count 20 µM 65 and Myeloid diff MLP GFP+ MAC1+ % 0.8.
For CCOc1ccc(C(=O)CCN2CCCCC2)cc1 the results were LYP inhibition -1.4%, Siah-1 displacement -2.7%, Salmonella PhoP GFP -9.2%, Myeloid diff MLP inactive, GPR55 LPI antagonism 5.5%, GPR35 arrestin U2OS -14.3%, HIV fusion peptide -2.6%, MgcRacGAP inhibition 13.4%, NTR1 ag 0.3, NTR1 ag cell count 20 µM 34 and Myeloid diff MLP GFP+ MAC1+ % 0.5.
For O=C(Nc1ccc(F)cc1)N1CCN(CCc2ccccc2)CC1 the results were LYP inhibition -4.4%, Siah-1 displacement -0.4%, Salmonella PhoP GFP -10.4%, Myeloid diff MLP inactive, GPR55 LPI antagonism 2.4%, GPR35 arrestin U2OS -13.4%, HIV fusion peptide -1.2%, MgcRacGAP inhibition 1.9%, NTR1 ag -0.8, NTR1 ag cell count 20 µM 97 and Myeloid diff MLP GFP+ MAC1+ % 0.1.
For Cc1ccc(S(=O)(=O)N2CCC(=O)N(CCOC(=O)Nc3ccccc3C)CC2)cc1 the results were LYP inhibition -3.6%, Siah-1 displacement 5.8%, Salmonella PhoP GFP 1.2%, Myeloid diff MLP inactive, GPR55 LPI antagonism 5.1%, GPR35 arrestin U2OS 0.9%, HIV fusion peptide 0.0%, MgcRacGAP inhibition 13.3%, NTR1 ag -1.1, NTR1 ag cell count 20 µM 76 and Myeloid diff MLP GFP+ MAC1+ % 1.1.
Cc1c2c(n3c(nc4ccccc43)c1C#N)N(CCCN(C)C)CC2 was read as LYP inhibition -22.1%, Siah-1 displacement -4.2%, Salmonella PhoP GFP -0.9%, Myeloid diff MLP inactive, GPR55 LPI antagonism 4.6%, GPR35 arrestin U2OS 6.2%, HIV fusion peptide 17.0%, MgcRacGAP inhibition 17.7%, NTR1 ag 2.8, NTR1 ag cell count 20 µM 66 and Myeloid diff MLP GFP+ MAC1+ % 0.9.
For O=C(Nc1ccccc1C(=O)O)c1cc(S(=O)(=O)N2CCCCC2)cs1 the results were LYP inhibition 6.0%, Siah-1 displacement 1.7%, Salmonella PhoP GFP -2.1%, Myeloid diff MLP inactive, GPR55 LPI antagonism 3.3%, GPR35 arrestin U2OS 3.6%, HIV fusion peptide 4.1%, MgcRacGAP inhibition 3.1%, NTR1 ag 1.5, NTR1 ag cell count 20 µM 58 and Myeloid diff MLP GFP+ MAC1+ % 0.2.
`Cc1ccc(OCC(=O)NN=C2c3ccccc3-c3ccccc32)cc1` gave LYP inhibition -13.8%, Siah-1 displacement 1.4%, Salmonella PhoP GFP -13.8%, Myeloid diff MLP inactive, GPR55 LPI antagonism 23.2%, GPR35 arrestin U2OS 9.4%, HIV fusion peptide 0.2%, MgcRacGAP inhibition 7.6%, NTR1 ag 29.0, NTR1 ag cell count 20 µM 66 and Myeloid diff MLP GFP+ MAC1+ % 0.6.
`O=C1c2ccccc2C(Nc2ccc3c(c2)OCCO3)N1Cc1ccc2c(c1)OCO2` (configuration not stated) gave LYP inhibition -2.0%, Siah-1 displacement 5.5%, Salmonella PhoP GFP 7.0%, Myeloid diff MLP inactive, GPR55 LPI antagonism 8.6%, GPR35 arrestin U2OS 1.1%, HIV fusion peptide -0.3%, MgcRacGAP inhibition -7.0%, NTR1 ag -0.8, NTR1 ag cell count 20 µM 49 and Myeloid diff MLP GFP+ MAC1+ % 2.7.
COC(=O)[C@H](C)NC(=O)NCc1ccccc1F was read as LYP inhibition -7.5%, Siah-1 displacement -2.7%, Salmonella PhoP GFP 0.0%, Myeloid diff MLP inactive, GPR55 LPI antagonism 6.6%, GPR35 arrestin U2OS 8.6%, HIV fusion peptide 3.8%, MgcRacGAP inhibition 10.9%, NTR1 ag 0.1, NTR1 ag cell count 20 µM 42 and Myeloid diff MLP GFP+ MAC1+ % 1.1.
Clc1ccc(COn2ccnc2)cc1Cl was read as LYP inhibition -3.9%, Siah-1 displacement -1.6%, Salmonella PhoP GFP 9.5%, Myeloid diff MLP inactive, GPR55 LPI antagonism -8.6%, GPR35 arrestin U2OS 0.7%, HIV fusion peptide 0.6%, MgcRacGAP inhibition -5.8% and Myeloid diff MLP GFP+ MAC1+ % 0.9.
Screening Cc1ccnc(NS(=O)(=O)c2ccc(NS(=O)(=O)c3cccs3)cc2)n1 returned LYP inhibition 1.2%, Siah-1 displacement 3.9%, Salmonella PhoP GFP 4.0%, Myeloid diff MLP inactive, GPR55 LPI antagonism 9.4%, GPR35 arrestin U2OS -16.8%, HIV fusion peptide 3.0%, MgcRacGAP inhibition 6.9%, NTR1 ag -2.4, NTR1 ag cell count 20 µM 70 and Myeloid diff MLP GFP+ MAC1+ % 0.9.
Screening CC(C)(C)NC(=O)c1ccc2c(c1)N(CC(=O)N1CCN(c3ccc(F)cc3)CC1)C(=O)C(C)(C)O2 returned LYP inhibition -2.5%, Siah-1 displacement 1.1%, Salmonella PhoP GFP -5.5%, Myeloid diff MLP inactive, GPR55 LPI antagonism 17.3%, GPR35 arrestin U2OS -1.0%, HIV fusion peptide -0.1%, MgcRacGAP inhibition 2.9%, NTR1 ag 3.1, NTR1 ag cell count 20 µM 68 and Myeloid diff MLP GFP+ MAC1+ % 0.7.
Screening CC1(C)Cc2c(cnn2-c2cccc(F)c2)C(NC(=O)C2CCOCC2)C1 (configuration not stated) returned LYP inhibition -8.8%, Siah-1 displacement 3.2%, Salmonella PhoP GFP -4.6%, Myeloid diff MLP inactive, GPR55 LPI antagonism 19.3%, GPR35 arrestin U2OS 3.2%, HIV fusion peptide -0.4%, MgcRacGAP inhibition 6.2%, NTR1 ag 1.0, NTR1 ag cell count 20 µM 53 and Myeloid diff MLP GFP+ MAC1+ % 0.9.
